NCF1 inh = p47phox (human) inhibition. p47phox/p22phox peptide binding, fluorescence polarization, 2 h. AID 1274. inhibition, % at 24.7 µM. P14598. hit rate 0.53% among 220,000;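 active = inhibition above about 30%, limit read from the data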;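 note: 0% = p47phox with labelled peptide and 100% = labelled peptide alone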
Runt-CBFb FRET = Runt domain-CBFb interaction inhibition; Q01196+Q13951; Cerulean-Runt/Venus-CBFb FRET ratio 530/480, 1 h; inhibition, % at 20 µM; hit rate 0.46% among 220,000; AID 1496;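 active = inhibition over about 50% at 20 µM in the single-dose screen, limit read from the data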;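 note: 0% = DMSO wells and 100% = excess unlabeled CBFb competitor control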
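Measured by: fluorescence energy transfer, 422 nm excitation, 530/480 nm emission; Assay system: Cerulean-Runt domain; Medium: Tris pH 7.5 buffer with BSA; Measure: loss of energy transfer signal; Controls: 5 µM unlabeled CBFb as full-inhibition high control; Incubation: protein complex preformed 1 h, compound exposure 1 h, room temperature, dark.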
L929 necroptosis = L929 zVAD cell death inhibition | L929 zVAD necroptosis rescue, ATP luminescence, 24 h; with zVAD 60 µM | hit rate 0.38% among 220,000 | AID 1377 | viability rescue, % at 10 µM;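 active = activation, scaled between plate controls, above about 75%, limit read from the data; inactive = activation under that limit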;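 note: 0% = zVAD with DMSO and 100% = DMSO alone without zVAD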
TbHK1 inh = T. brucei hexokinase 1 inhibition. recombinant TbHK1, G6PDH-coupled NADH A340. inhibition, % at 10 µM. hit rate 0.11% among 220,000. AID 1430;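 active = inhibition of 50% or more in the single-dose primary screen; inactive = inhibition below 50%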
14-3-3 Bad PPI = disrupts binding of bovine 14-3-3 zeta to phospho-Bad peptide; inhibition, % at 21.7 µM; TR-FRET 14-3-3zeta/Dy647-pBad peptide displacement, 1 h; hit rate 0.71% among 220,000;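 active = inhibition above about 70%, limit read from the data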;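 note: 0% = full 14-3-3 plus peptide FRET controls and 100% = background without 14-3-3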
Target sequence (P63103 whole entry, looked up): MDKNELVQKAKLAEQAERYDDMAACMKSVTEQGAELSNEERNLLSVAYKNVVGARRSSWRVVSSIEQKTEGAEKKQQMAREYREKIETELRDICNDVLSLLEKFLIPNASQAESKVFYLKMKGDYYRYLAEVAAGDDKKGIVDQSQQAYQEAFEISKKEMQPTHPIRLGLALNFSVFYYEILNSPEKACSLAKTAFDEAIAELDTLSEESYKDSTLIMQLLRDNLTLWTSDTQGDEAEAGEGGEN
EBV gp42 inh = inhibitors of Epstein-Barr virus glycoprotein 42; AID 1085; hit rate 0.42% among 220,000; inhibition, % (tested at 21.74 µM); Fluorescence polarization binding assay, mP read-out; Q1HVG2; in the data active = inhibition above about 50%
Target sequence (Q1HVG2 whole entry, looked up): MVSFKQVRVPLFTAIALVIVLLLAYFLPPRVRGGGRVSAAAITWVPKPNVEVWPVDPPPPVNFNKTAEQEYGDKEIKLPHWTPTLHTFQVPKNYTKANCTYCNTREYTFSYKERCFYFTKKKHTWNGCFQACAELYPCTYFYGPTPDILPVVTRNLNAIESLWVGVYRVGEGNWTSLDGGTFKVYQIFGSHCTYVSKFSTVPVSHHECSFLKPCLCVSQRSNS
Runt-SMMHC FRET = inhibitors of human RUNX1 Runt domain binding to CBFb-SMMHC; inhibition, % at 20 µM; Cerulean-Runt/Venus-CBFb-SMMHC FRET ratio 530/480, 1 h; hit rate 0.74% among 220,000; Q01196+Q13951;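 active = mean inhibition across duplicate retests at 20 µM reaching about 50%, limit read from the data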;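 note: 0% = DMSO wells and 100% = wells with excess untagged CBFb-SMMHC; inhibitors lower the FRET ratio by blocking Runt binding to CBFb-SMMHC; some results filed as inactive read as strong as hits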
Mdm2 ligase inh = Mdm2 E3 ligase (human) inhibition. cell-based MDM2 ubiquitination luciferase reporter, 2 h; 0 = plate control, 100 = twice control, blank-subtracted. signal enhancement, % at 5 µM. hit rate 0.11% among 210,000. AID 1230;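 active = signal enhancement of 30% or more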;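 note: luminescence tracks abundance of the self-degrading MDM2-luciferase fusion protein; higher signal means inhibition of MDM2 E3 ligase activity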
Target sequence (Q00987 whole entry, looked up, the tested form may be a part): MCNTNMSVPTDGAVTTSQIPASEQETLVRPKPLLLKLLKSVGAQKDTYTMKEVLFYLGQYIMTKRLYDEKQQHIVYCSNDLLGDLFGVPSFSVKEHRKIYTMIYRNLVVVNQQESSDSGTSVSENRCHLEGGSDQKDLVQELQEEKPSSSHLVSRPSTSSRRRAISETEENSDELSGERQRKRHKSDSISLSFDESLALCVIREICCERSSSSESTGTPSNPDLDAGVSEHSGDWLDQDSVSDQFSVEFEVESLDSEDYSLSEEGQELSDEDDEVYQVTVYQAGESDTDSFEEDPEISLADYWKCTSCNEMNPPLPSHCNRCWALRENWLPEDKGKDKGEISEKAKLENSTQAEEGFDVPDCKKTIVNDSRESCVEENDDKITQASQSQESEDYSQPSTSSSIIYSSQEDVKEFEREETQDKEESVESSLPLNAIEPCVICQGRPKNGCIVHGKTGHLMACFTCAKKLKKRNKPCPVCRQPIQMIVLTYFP
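Test system: stable mammalian line carrying autodegrading MDM2–luciferase fusion reporter; quantity: 2000 cells in each well; times: 4 h cell settling then 2 h compound exposure, 37 °C; detection: luminescence with SteadyLite reagent, 15 min at room temperature; evaluation: percent signal gain over controls, blank-subtracted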
Hck Nef HTS = inhibitors of human Hck kinase activated by Nef; P08631; Recombinant Hck-YEEI plus Nef, Z-Lyte FRET kinase assay; inhibition, % at 20 µM; hit rate 0.68% among 220,000; AID 463187;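 active = Hck-Nef kinase inhibition above about 50%, limit read from the data; inactive = inhibition below that limit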;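 note: 0% = DMSO with Hck plus Nef and 100% = Hck alone without Nef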
Starred values were filed as active, the others as inactive; [ ] = dose if it differs, or a comment.

Screening O=C1C=C(c2ccccc2)OC(c2ccccc2)O1 (stereo not given) returned NCF1 inh -11.3, L929 necroptosis -0.3, TbHK1 inh -4.4, 14-3-3 Bad PPI -8.8, EBV gp42 inh -19.5, Mdm2 ligase inh -15.2 and Hck Nef HTS 27.8.
Screening O=C(CSc1nnc(CNC(=O)c2c(F)cccc2Cl)o1)Nc1ccc2c(c1)OCO2 returned NCF1 inh 31.1*, Runt-CBFb FRET -2.3, L929 necroptosis 1.2, TbHK1 inh -2.0, 14-3-3 Bad PPI -21.2, EBV gp42 inh 6.0, Runt-SMMHC FRET 0.4, Mdm2 ligase inh -14.9 and Hck Nef HTS 23.3.
For CCc1nn(-c2ccccc2)c(N)c1-c1ccc(OC)c(OC)c1 the results were NCF1 inh 1.7, Runt-CBFb FRET -0.2, L929 necroptosis 2.0, TbHK1 inh -1.1, EBV gp42 inh -22.2, Runt-SMMHC FRET -5.8, Mdm2 ligase inh -7.3 and Hck Nef HTS -0.3.
Screening Cc1ccc(Nc2c(F)c(F)c(F)c(F)c2C(=O)O)c(C)c1 returned NCF1 inh -24.5, Runt-CBFb FRET -2.4, L929 necroptosis 1.9, TbHK1 inh -4.1, 14-3-3 Bad PPI 2.9, EBV gp42 inh -5.3, Runt-SMMHC FRET -1.8, Mdm2 ligase inh -10.5 and Hck Nef HTS 9.8.
For Cc1ccccc1OCCNC(=O)/C=C/c1ccccc1 the results were NCF1 inh -18.2, Runt-CBFb FRET -2.1, L929 necroptosis 0.3, TbHK1 inh 17.1, 14-3-3 Bad PPI 7.9, EBV gp42 inh 12.9, Runt-SMMHC FRET 0.7, Mdm2 ligase inh -0.2 and Hck Nef HTS 2.0.
Screening CC(C)c1nc(NCC2CCCO2)c(C#N)c2c1COC(C)(C)C2 (stereo not given) returned NCF1 inh -7.5, Runt-CBFb FRET -0.5, L929 necroptosis 0.0, TbHK1 inh -10.6, 14-3-3 Bad PPI -4.0, EBV gp42 inh -9.0, Runt-SMMHC FRET 2.2, Mdm2 ligase inh -5.9 and Hck Nef HTS -21.4.
For Cc1nc(C)c(C(=O)C2=C(O)C(=O)N(CCN3CCOCC3)C2c2cccs2)s1 (stereo not given) the results were NCF1 inh -4.5, Runt-CBFb FRET 1.9, L929 necroptosis 0.1, TbHK1 inh -15.0, 14-3-3 Bad PPI -4.0, EBV gp42 inh -2.2, Runt-SMMHC FRET -0.3, Mdm2 ligase inh -7.6 and Hck Nef HTS 0.1.
Screening COc1ccc(S(=O)(=O)N2CCOCC2)cc1NC(=O)COC(=O)C1COc2ccccc2O1 (stereo not given) returned NCF1 inh -11.0, Runt-CBFb FRET -2.9, L929 necroptosis 0.0, TbHK1 inh 33.6, 14-3-3 Bad PPI -5.3[fluorescence artefact?], EBV gp42 inh -12.2, Runt-SMMHC FRET 2.7, Mdm2 ligase inh -13.7 and Hck Nef HTS 7.2.
Screening Cc1ccc(NC(=O)C2CC(c3ccc(F)cc3)=NO2)cc1 (stereo not given) returned NCF1 inh -5.3, Runt-CBFb FRET -0.6, L929 necroptosis 0.7, TbHK1 inh 0.6, 14-3-3 Bad PPI -13.3[fluorescence artefact?], EBV gp42 inh 1.2, Runt-SMMHC FRET 4.8, Mdm2 ligase inh -4.7 and Hck Nef HTS 2.6.
CN(Cc1cc(=O)n2ccsc2n1)Cc1nc2ccccc2c(=O)[nH]1 was read as NCF1 inh 8.0, Runt-CBFb FRET -1.1, L929 necroptosis 0.0, TbHK1 inh -1.1, 14-3-3 Bad PPI -20.6, EBV gp42 inh 3.5, Runt-SMMHC FRET 2.8, Mdm2 ligase inh -4.9 and Hck Nef HTS -5.6.
Screening COc1ccccc1NC(=O)c1cn(C)c(=O)c2cc(OC)c(OC)cc12 returned NCF1 inh 2.5, Runt-CBFb FRET 0.9, L929 necroptosis 1.3, TbHK1 inh -8.2, 14-3-3 Bad PPI -10.5, EBV gp42 inh -9.5, Runt-SMMHC FRET -1.9, Mdm2 ligase inh -6.7 and Hck Nef HTS 3.6.
Screening O=C(NC(=S)Nc1ccc(CN2CCOCC2)cc1)c1ccc(-c2ccc(Cl)cc2)o1 returned NCF1 inh 0.4, Runt-CBFb FRET -0.3, L929 necroptosis -0.5, TbHK1 inh -16.3, 14-3-3 Bad PPI -15.0, EBV gp42 inh -8.9, Runt-SMMHC FRET -1.6, Mdm2 ligase inh -20.8 and Hck Nef HTS 16.6.
Cn1cccc1C(=O)C(=O)Nc1ccccc1C(F)(F)F was read as NCF1 inh -1.4, Runt-CBFb FRET 2.8, L929 necroptosis 0.7, TbHK1 inh -12.4, 14-3-3 Bad PPI -21.1, EBV gp42 inh -6.0, Runt-SMMHC FRET 0.3, Mdm2 ligase inh -4.1 and Hck Nef HTS 22.2.
C/C(CC(=O)Nc1ccc2ccccc2c1)=N\NC(=O)c1cnccn1 was read as NCF1 inh -9.8, Runt-CBFb FRET -5.2, L929 necroptosis 1.4, TbHK1 inh -8.4, 14-3-3 Bad PPI 2.8[fluorescence artefact?], EBV gp42 inh -4.7, Runt-SMMHC FRET -7.4, Mdm2 ligase inh -12.4 and Hck Nef HTS 0.7.
`Cc1cc(C)nc(N/N=C/c2ccccc2OCc2ccc([N+](=O)[O-])cc2)n1` gave NCF1 inh 0.4, Runt-CBFb FRET -1.0, L929 necroptosis 0.9, TbHK1 inh -0.3, 14-3-3 Bad PPI 7.2, EBV gp42 inh -15.6, Runt-SMMHC FRET -0.6, Mdm2 ligase inh -0.1 and Hck Nef HTS 5.6.
Cc1ccc(Cl)cc1Nc1nc(-c2sc(NC(=O)c3ccco3)nc2C)cs1 was read as NCF1 inh -39.7, Runt-CBFb FRET 7.4, L929 necroptosis 2.4, TbHK1 inh -20.3, 14-3-3 Bad PPI 3.6, EBV gp42 inh -16.8, Runt-SMMHC FRET 7.5, Mdm2 ligase inh -21.5 and Hck Nef HTS 3.2.
Screening Cc1ccc(-c2csc(NC(=S)NC(=O)c3ccco3)n2)cc1 returned NCF1 inh -4.3, Runt-CBFb FRET 1.1, TbHK1 inh -11.1, 14-3-3 Bad PPI -12.1, EBV gp42 inh -12.1, Runt-SMMHC FRET -5.1, Mdm2 ligase inh 0.3 and Hck Nef HTS 8.7.
COc1cc(/C=N/N(C)c2ccccc2)ccc1O was read as NCF1 inh -9.1, Runt-CBFb FRET 8.1, L929 necroptosis 1.2, TbHK1 inh -56.2, 14-3-3 Bad PPI 11.6, EBV gp42 inh -18.1, Runt-SMMHC FRET 4.9, Mdm2 ligase inh -17.3 and Hck Nef HTS 5.6.
CN(C)S(=O)(=O)c1ccc(Cl)c(C(=O)OCC(=O)NC(=O)c2cccn2C)c1 was read as NCF1 inh -3.1, Runt-CBFb FRET 0.0, L929 necroptosis 1.0, TbHK1 inh 3.1, 14-3-3 Bad PPI -1.9, EBV gp42 inh 11.8, Runt-SMMHC FRET -1.2, Mdm2 ligase inh 11.5 and Hck Nef HTS 6.1.
`COc1ccccc1NC(=O)c1ccc(Br)o1` gave NCF1 inh -4.8, Runt-CBFb FRET 0.8, L929 necroptosis -0.1, TbHK1 inh -8.5, 14-3-3 Bad PPI 5.8[fluorescence artefact?], EBV gp42 inh -1.6, Runt-SMMHC FRET -3.2, Mdm2 ligase inh 0.9 and Hck Nef HTS 4.9.
CCCCOc1ccc(NC(=S)Nc2cc(C)nc(SCCCC)n2)cc1 was read as NCF1 inh -3.9, Runt-CBFb FRET -4.8, L929 necroptosis 0.0, TbHK1 inh -23.1, 14-3-3 Bad PPI -2.9, EBV gp42 inh -2.1, Runt-SMMHC FRET 3.6, Mdm2 ligase inh 9.5 and Hck Nef HTS 5.3.
Screening COc1ccc(/C(=C\Nc2ccc(C)c(C)c2)C(C)=O)cc1OC returned NCF1 inh -24.1, Runt-CBFb FRET 3.9, L929 necroptosis 21.3, TbHK1 inh -6.2, 14-3-3 Bad PPI -13.9, EBV gp42 inh -5.5, Runt-SMMHC FRET 3.5, Mdm2 ligase inh -6.3 and Hck Nef HTS 26.1.
Screening CCC(=O)NC(=S)Nc1ccc(N2CCN(C(=O)c3ccc(Cl)cc3)CC2)cc1 returned NCF1 inh -12.7, Runt-CBFb FRET 2.6, L929 necroptosis -1.7, TbHK1 inh -4.5, 14-3-3 Bad PPI -10.0, EBV gp42 inh -4.3, Runt-SMMHC FRET -4.9, Mdm2 ligase inh -10.8 and Hck Nef HTS 4.7.
`CCCCNC(=S)N1CCN(c2ccc(C(C)=O)cc2)CC1` gave NCF1 inh -20.5, Runt-CBFb FRET -0.7, L929 necroptosis 0.3, TbHK1 inh -43.2, 14-3-3 Bad PPI 3.1, EBV gp42 inh -8.5, Runt-SMMHC FRET -2.6 and Hck Nef HTS 21.7.
For CN1CCN(c2ncnc3c2c(-c2ccccc2)cn3-c2ccc(F)cc2)CC1 the results were NCF1 inh -3.0, Runt-CBFb FRET -3.7, L929 necroptosis -0.4, TbHK1 inh -1.6, 14-3-3 Bad PPI -5.2, EBV gp42 inh -10.9, Runt-SMMHC FRET -0.3, Mdm2 ligase inh -18.4 and Hck Nef HTS 16.1.
For COc1cc2c(cc1NC(=S)Nc1cccc(C)c1)oc1ccccc12 the results were NCF1 inh -17.0, Runt-CBFb FRET 6.9, L929 necroptosis -0.2, TbHK1 inh -38.9, 14-3-3 Bad PPI -14.8, EBV gp42 inh -0.9, Runt-SMMHC FRET -0.9, Mdm2 ligase inh -22.9 and Hck Nef HTS 3.2.
CN(C)S(=O)(=O)n1cnc(-c2ccccc2)c1-c1ccccc1 was read as NCF1 inh -2.2, Runt-CBFb FRET 0.5, L929 necroptosis -0.1, TbHK1 inh 2.3, 14-3-3 Bad PPI 3.6, EBV gp42 inh 3.3, Runt-SMMHC FRET 0.4, Mdm2 ligase inh -11.2 and Hck Nef HTS -0.8.
Screening O=C(Nc1ccc(Cl)c(Cl)c1)N(CCCN1CCOCC1)Cc1cccs1 returned NCF1 inh 4.8, Runt-CBFb FRET 2.0, L929 necroptosis 1.3, TbHK1 inh -3.6, 14-3-3 Bad PPI 12.1, EBV gp42 inh -16.8, Runt-SMMHC FRET 1.7, Mdm2 ligase inh -10.0 and Hck Nef HTS -0.2.
`CC1(C)CC2CC(C)(CN2C(=O)COC(=O)c2n[nH]c(=O)c3ccccc23)C1` (stereo not given) gave NCF1 inh 3.8, Runt-CBFb FRET -0.1, L929 necroptosis 3.7, TbHK1 inh -3.6, 14-3-3 Bad PPI 1.3[fluorescence artefact?], EBV gp42 inh -27.5, Runt-SMMHC FRET 0.9, Mdm2 ligase inh -22.3 and Hck Nef HTS 0.2.
Screening Cc1ccc(N=C2NC(=O)/C(=C\c3ccsc3)S2)c(C)c1 returned NCF1 inh -19.2, Runt-CBFb FRET -2.6, L929 necroptosis 1.9, TbHK1 inh -7.6, 14-3-3 Bad PPI 4.7[fluorescence artefact?], EBV gp42 inh 1.3, Runt-SMMHC FRET 3.0, Mdm2 ligase inh 7.0 and Hck Nef HTS 25.5.

Screening results as filed in PubChem.
